High-throughput results as filed in PubChem BioAssay.
Myeloid diff MLP – induction of myeloid progenitor differentiation, primary screen, cell-based, flow cytometry, MLPCN library; calls only at 10 µM; AID 624256, 2012; ER-HoxA9 myeloid progenitors, lysozyme-GFP differentiation; 360,000 tested, 1% active;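 active = normalized GFP-positive differentiation at or above the plate's own cutoff, the solvent-only control mean plus 3 SD; inconclusive = no clear call, values can overlap the other calls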;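 note: cells exposed to compound for four days before flow analysis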
T cell modulator – modulators of CD8 T cell-vesicle binding, primary screen, mouse 2C CD8+ T cells, flow cytometry; 2C CD8+ T cell-vesicle binding; stronger effect = lower value; calls only at 7 µM; 330,000 tested, 0.068% active; AID 2052, 2009;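 active = response, share of CD8 T cells binding vesicles, and their 90th percentile fluorescence all below set limits, cut at about 80% in these data, passing the limit was not always enough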
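Read-out – percent CD8+ FL2 mean versus row control · System – murine 2C transgenic CD8+ T lymphocytes · Times – 1.5 h cell–vesicle binding at 37 °C, then 20 min icy labelling · Control set – naked vesicles low, QL9 vesicles with vehicle high · Detection – cytometric PE anti-B7-1 and Alexa647 anti-CD8 signals after 1% paraformaldehyde fixation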
b-catenin transl – modulators of beta-catenin nuclear translocation, primary screen, imaging, HeLa cells, immunofluorescence, high-content; nuclear translocation activity, % at 5 µM; 190,000 tested, 0.3% active; AID 1665, 2009;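 active = nuclear translocation activity above 50% at 5 µM, with a well cell count of 50 or more; inconclusive = wells under 50 cells across six images, flagged as toxic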;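 note: per-cell ratio of nuclear to cytoplasmic median beta-catenin stain intensity; plate controls were DMSO negative control for no effect and GSK-3 inhibitor IX positive control for full effect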
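Technique: fluorescence imaging of beta-catenin antibody stain plus DAPI / Material: human HeLa cell line / Incubation: compound treatment 24 h, 37°C, 5% CO2 / Read-out basis: % activation of per-cell nuclear versus cytoplasmic median beta-catenin signal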
MgcRacGAP inhibition – MgcRacGAP GTPase-activating activity inhibitors, confirmation, biochemical, ADP Hunter fluorescence. inhibition, % at 30 µM; hits with a dose series show IC50 in µM. 340,000 tested, 0.6% active. MgcRacGAP-stimulated Rac1 GTP hydrolysis, ADP Hunter fluorescence; higher % means a stronger effect; GST-tagged Rac1 F28L mutant substrate. AID 624330, 2012. Rac GTPase-activating protein 1 (Homo sapiens);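 active = first-screen hits whose inhibition reached a set limit at any dose in the follow-up dose series; inconclusive = inhibition above the set first-screen limit but never retested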;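 note: fluorescence reports GDP produced by GAP-driven GTP hydrolysis; strong numbers were not always called active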
SV40 large T antigen – SV40 large T antigen inhibitors, biochemical (AID 1903); SV40 large T antigen ATPase/helicase inhibition assay; higher % means a stronger effect; one-dose inhibition, % at 20 µM; IC50 in µM for titrated hits; 310,000 tested, 0.39% active; in the data active = a potency from the dose series; inconclusive = inhibition mostly from about 32% at the one dose, without a potency; inactive = the rest, 99 in 100 with inhibition below about 32%; note: strong numbers were not always called active
WT yeast gro inh – growth inhibition of WT strain, primary screen, mitochondrial fusion inhibitor project, WT and mutant strains, chemical genetic; mitochondrial fusion phenotypic screen; inhibition, % at 10 µM; 190,000 tested, 2.1% active; in the data active = inhibition above about 58%; tested in S. cerevisiae
RSV antiviral HEp-2 – RSV antiviral activity via CPE protection, HEp-2 cells, primary 10 µM value included (AID 2391); HEp-2 cells, RSV-induced CPE inhibition; higher % means a stronger effect; CPE inhibition, % at 10 µM, or IC50 in µM where a hit was titrated; 310,000 tested, 0.13% active; in the data active = a potency from the dose series; inconclusive = CPE inhibition mostly from about 23% at the one dose, without a potency; inactive = the rest, 99 in 100 with CPE inhibition below about 21%; note: strong numbers were not always called active
West Nile antiviral – West Nile virus antiviral activity, cell-based, CPE readout (AID 1621); West Nile virus-infected cells, CPE inhibition; higher % means a stronger effect; CPE inhibition, % at 10 µM; hits with a dose series show IC50 in µM; 290,000 tested, 0.02% active; in the data active = a potency from the dose series; inconclusive = CPE inhibition mostly from about 3.7% at the one dose, without a potency; inactive = the rest, 99 in 100 with CPE inhibition below about 2.2%; note: strong numbers were not always called active
Salmonella PhoP GFP – inhibitors of PhoP regulon expression, primary screen, Salmonella Typhimurium, GFP reporter (AID 1863); S. Typhimurium PhoP-regulated promoter GFP reporter, 4 h; higher % means a stronger effect; one-dose inhibition, % at 50 µM; IC50 in µM for titrated hits; 300,000 tested, 0.16% active;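 active = inhibition over 29.93%, a cutoff 3 SD above the screen mean, later confirmed by dose response; inconclusive = inhibition over 29.93% but no dose response follow-up; inactive = inhibition at most 29.93% or unconfirmed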;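 note: 0% = low Mg2+ inducing control and 100% = high Mg2+ repressing control; strong numbers were not always called active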
WT yeast gro inh mutant strain – further read-out of WT yeast gro inh, marked with its call; inhibition, %; mitochondrial fusion phenotypic screen, mutant strain inhibition
b-catenin transl cell count 5 µM – second read-out of b-catenin transl, no call of its own (marks repeat the call); cell count; measured here: cell count, cytotoxicity flag
T cell modulator vesicle-bound % – recorded beside T cell modulator, whose call it bears; double positive events, %; measured here: CD8+ vesicle-bound cell fraction;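 binding gate set so that unloaded-vesicle control wells show 10% double positive cells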
Myeloid diff MLP GFP+ MAC1+ % – also measured in Myeloid diff MLP; calls as there; GFP+ MAC1+ double positive, %; measured here: differentiation confirmed by MAC1 staining
The depositor's hits bear a star; i = inactive; ? = inconclusive; . = not tested or not shown.

SMILES	Myeloid diff MLP	Myeloid diff MLP GFP+ MAC1+ %	T cell modulator	T cell modulator vesicle-bound %	b-catenin transl	b-catenin transl cell count 5 µM	MgcRacGAP inhibition	SV40 large T antigen	WT yeast gro inh	WT yeast gro inh mutant strain	RSV antiviral HEp-2	West Nile antiviral	Salmonella PhoP GFP
COc1ccc(S(=O)(=O)NCCc2cn3cccc(C)c3n2)cc1OC	i	1.3	i	25	-0.6	1055	4%	7%	-15	-16	0.7%	1.2%	10%
C/C(=C\c1ccccc1)C(=O)NCCc1ccccc1	i	0.0	i	62	0.0	1588	10%	-2%	-6	-5	1.9%	-0.3%	2%
NC(=O)CC(NC(=O)c1ccccc1)c1ccc(NC2CCCCC2)c([N+](=O)[O-])c1 (centres undefined)	i	1.4	i	44	1.2	1304	-12%	1%	.	.	-3.5%	-1.2%	1%
OC1CCN(Cc2nc(Cc3ccccc3Cl)no2)CC1	i	0.8	i	56	-4.6	952	10%	2%	-6	9	2.1%	0.3%	8%
Cc1ccc(C(=O)CSc2cnc3ccccc3n2)cc1C	i	1.0	i	58	.	.	2%	1%	47	26	6.5%	-0.9%	4%
CCOC(=O)C1=C(C)N=C2SC(C)C(=O)N2C1c1ccc(OC(C)=O)c(OCC)c1 (centres undefined)	.	.	i	8	-1.4	1081	.	5%	-25	-50	0.6%	.	8%
CC1CCCCC1NC(=O)COC(=O)CNC(=O)c1cccc(F)c1 (centres undefined)	i	0.5	i	10	-0.2	1022	6%	1%	-17	-5	-0.2%	0.8%	-5%
c1ccc2c(c1)ncn2CCN1CCCCC1	i	1.8	i	54	-1.2	582	4%	5%	-18	-6	-0.1%	-0.1%	-2%
COc1ccc(S(=O)(=O)Nc2ccc(CC#N)cc2)cc1	i	0.8	i	22	-0.8	1187	9%	-1%	0	3	-0.2%	-0.4%	9%
CCCN(CC(=O)Nc1cc(Cl)cc(Cl)c1)CC(=O)Nc1ccc(F)c(F)c1F	i	1.3	i	49	-1.0	1143	6%	12%	73*	35*	-1.6%	?	3%
CCOC(=O)C(C(=O)OCC)N(C#N)c1nc(C)cc(C)n1	i	0.4	i	35	-0.5	954	4%	11%	3	6	2.2%	-0.1%	-9%
Cc1ccc(OCC(=O)NNC(=O)CSc2nnc(-c3ccc(C)cc3)n2C)cc1	i	0.8	i	5	0.3	961	1%	8%	1	8	3.7%	-0.3%	7%
O=S(=O)(NC1CCCCC1NS(=O)(=O)c1ccc(F)cc1)c1ccc(F)cc1 (centres undefined)	i	2.1	i	13	-1.4	1056	-1%	16%	-8	-9	0.9%	-0.1%	-7%
CCOC(=O)c1[nH]c(C)c(/C(O)=C2\C(=O)C(=O)N(CCCN3CCOCC3)C2c2cccs2)c1C (centres undefined)	i	0.5	i	27	-5.4	1185	12%	3%	.	.	1.9%	0.1%	-10%
Cc1ccc(NC(=O)COc2ncnc3cc([N+](=O)[O-])ccc23)cc1S(=O)(=O)N1CCOCC1	i	0.3	i	19	-4.2	1310	14%	8%	.	.	0.3%	0.2%	-4%
COC(=O)CN1C(=O)[C@H]2[C@@H](c3ccc(C)o3)N3C(=O)CN(CC4CC4)C(=O)[C@@]3(Cc3ccccc3)[C@H]2C1=O	i	0.8	i	21	.	.	4%	18%	.	.	1.4%	-1.1%	.
CCc1ccc(-c2nc(SCC(=O)NC3CCCC3)n[nH]2)cc1	i	1.4	i	16	.	.	8%	12%	.	.	0.8%	-1.5%	-8%
CCOC(=O)COC(=O)c1ccc(Oc2cc(C)nc(SC)n2)cc1	i	1.5	i	29	-1.0	541	-1%	4%	-6	-5	2.2%	0.8%	0%
O=C(N=Nc1c(O)[nH]c2ccccc12)c1ccco1	i	1.0	i	47	0.7	981	6%	8%	13	20	1.8%	-0.7%	-5%
COc1ccc(CNC(=O)CCSCc2cccc(F)c2)cc1	i	0.6	i	49	.	.	.	6%	.	.	1.5%	-1.1%	7%
OCCNc1nc(N2CCCCC2)nc2ccccc12	i	0.5	i	63	.	.	8%	8%	.	.	0.8%	-0.1%	-6%
Nc1c(C(=O)NCc2ccccc2)sc2nc(N3CCOCC3)c3c(c12)CCCC3	i	0.4	i	55	2.6	1410	6%	6%	-7	-1	6.9%	0.8%	2%
CCCCC(CC)CNC(=O)C(=O)C1C(=O)Nc2ccccc21 (centres undefined)	i	0.4	i	42	-1.1	989	12%	5%	0	-1	8.6%	0.6%	2%
CCn1c(P(C)(=O)O)nc2cc(NC(=O)c3ccccc3Cl)ccc21	i	0.1	i	50	-0.7	1093	8%	0%	-6	9	1.2%	0.3%	-10%
O=C(COc1ccccc1Cl)N1CCCC1	i	0.7	i	35	-1.9	1008	6%	0%	-11	-3	2.8%	0.3%	-1%
CCN(C(=O)c1cccs1)c1nc(-c2ccc(OC)cc2)cs1	i	0.1	i	55	-5.0	1081	15%	15%	40	27	15%	-0.6%	-2%
Cc1cccc(C(=O)OC(C)C(=O)NC(=O)NC2CCCCC2)c1O (centres undefined)	i	0.4	i	19	.	.	5%	6%	.	.	4.7%	.	-2%
CN(C)CC(O)COc1ccc(C(C)(C)c2ccc(OCC(O)CN(C)C)cc2)cc1 (centres undefined)	i	0.5	i	68	-1.6	1373	12%	1%	-19	-4	-0.8%	43%	-2%
CCOc1ccc(-c2nnc(NC(=O)c3ccc(OCC(C)C)c(OC)c3)o2)cc1	i	0.8	i	41	-1.0	1314	13%	3%	64*	29*	1.2%	0.3%	4%
O=C(Nc1cccnc1)c1ccc(Cl)c(Cl)c1	i	0.6	i	65	.	.	-5%	4%	.	.	5.0%	-0.1%	0%
c1ccc(-c2nnc(OCCN3CCOCC3)c3ccccc23)cc1	i	0.6	i	4	.	.	5%	-11%	-8	-4	1.0%	-0.5%	-2%
CCOC(=O)N1CCN(C(=O)c2ccc(NC(=O)c3ccc(C)cc3)cc2)CC1	i	0.7	i	38	0.4	1005	9%	8%	-7	-36	3.4%	-0.1%	38%
COc1ccc(-c2cc(C(F)(F)F)c3c(=O)n(-c4ccccc4)[nH]c3n2)cc1	i	2.0	i	48	-0.9	1327	16%	7%	9	8	4.7%	0.6%	6%
c1coc(CNC2CCCCCCC2)c1	i	0.9	i	17	0.0	1180	16%	.	4	-7	1.4%	-0.1%	-9%
O=C(Nc1ccc2nc(-c3cccs3)c(-c3cccs3)nc2c1)NC1CC1	i	3.3	i	21	4.2	1279	5%	-5%	25	29	7.4%	2.1%	-10%
COc1cc(F)c(C2=CC(=O)C[C@H](c3ccc(Cl)cc3)C2)cc1F	i	1.2	i	36	.	.	9%	.	.	.	1.9%	.	.
COc1ccc(-c2cn(CCO)nc2-c2ccc(OC)cc2)cc1	i	0.6	i	47	.	.	9%	18%	.	.	2.7%	-0.7%	13%
O=C(Nc1cc(C(F)(F)F)ccc1-n1cncn1)c1ccc(-c2ccccc2)cc1	i	0.5	i	11	.	.	8%	10%	-1	12	0.9%	-0.4%	-4%
COc1ccc(-c2nc3c4ccccc4ccn3c2C=O)cc1	i	0.3	i	53	5.3	1457	10%	0%	-1	-8	2.8%	-1.4%	4%
Cc1ccc(-n2ncc3c2CC(C)(C)CC3NC(=O)CCn2cncn2)cc1 (centres undefined)	i	0.6	i	13	.	.	4%	20%	.	.	0.1%	-1.1%	-2%
Cc1ccc(C(=O)N2CCCC(CCC(=O)N3CCN(c4ccccn4)CC3)C2)cc1 (centres undefined)	?	.	i	30	.	.	-1%	-9%	.	.	14%	-1.0%	9%
O=C(Oc1cccc2cccnc12)c1ccc(Br)o1	i	1.5	i	24	-6.4	989	3%	11%	16	-8	2.9%	0.3%	3%
Cc1ccccc1NC(=O)Cc1nc(COC(=O)CCc2ccccc2)cs1	i	0.9	i	33	.	.	4%	.	.	.	-0.5%	.	.
c1ccc(C2=NCCCN2)cc1	i	7.4	i	8	1.5	761	0%	-8%	-3	7	1.2%	-0.4%	-1%
O=c1c2c(ncn2C2CCCC2)n(Cc2ccccc2)c(=O)n1CCOc1ccc(Br)cc1	i	0.8	i	26	3.8	1102	-6%	1%	18	5	8.9%	-0.9%	-2%
Clc1cccc(Cl)c1CNC1CCCC1	i	1.6	i	30	-2.5	1046	2%	-1%	-29	-5	6.5%	0.4%	26%
Cc1ccnc(NC(=O)CCC(=O)N(CC(=O)NC(C)(C)C)C2CCCC2)c1	i	0.5	i	45	-0.9	1122	1%	6%	-6	-4	0.9%	0.2%	-3%
COc1cccc(CN(C)C(=O)c2cc(S(=O)(=O)NC3CCCCC3)ccc2C)c1OC	i	1.3	i	22	.	.	1%	.	.	.	0.5%	.	.
COC(=O)c1cccc(NC(=O)c2ccco2)c1	i	1.2	i	18	0.5	1187	6%	22%	7	1	0.3%	0.3%	4%
CC(=O)N1CCOc2ccc(S(=O)(=O)NC(C)c3ccccc3)cc21 (centres undefined)	i	4.4	i	15	.	.	9%	-4%	.	.	3.8%	-0.5%	4%
CC(C)N(C(=O)COC(=O)c1ccc(Cl)c(S(N)(=O)=O)c1)C(C)C	i	0.2	i	42	2.7	955	6%	12%	18	0	-2.0%	-0.4%	4%
O=C(c1ccc(Cl)cc1)c1oc2ccccc2c1CS(=O)c1ccccc1 (centres undefined)	i	2.9	i	38	1.2	1518	1%	4%	48	19	-1.8%	-0.5%	18%
